GRP78 ERSR act: ER stress response induction in glioma; U87-MG GRP78 promoter luciferase reporter, 16 h; Potency, µM, for the others: at the highest dose activation, usual class: activators; hit rate 0.02% among 420,000; also: potency is read from the fitted curve at half-maximal effect; series mostly up to about 76 µM; % of control where 0% means no effect; nearly all actives have a fitted effect of over 35% in size
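Stably transfected U87-MG human glioma cells carrying a GRP78-based luminescent sensor were seeded at 1000 cells/well, pin-dosed with compounds and incubated 16 h. Luciferase reagent was then added, and end-point luminescence was read after 10 min at room temperature.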
RXFP1 agonist: activates the human relaxin receptor RXFP1; Q9HBX9; HEK293T-RXFP1 cAMP TR-FRET, 30 min; response scale: percent of porcine relaxin response, buffer zero; Potency, µM (series often up to 57.5 µM), for the others: at the highest dose activation, actives largely listed as activators; hit rate 0.3% among 370,000; AID 2676; also: potency is read from the fitted curve at half-maximal effect; % is scaled to controls: 0 for no effect and ±100 for the full control effect; nearly all actives have a fitted effect of over 60% in size; many of its hits are not listed in these tables
Target sequence (Q9HBX9 whole entry, looked up): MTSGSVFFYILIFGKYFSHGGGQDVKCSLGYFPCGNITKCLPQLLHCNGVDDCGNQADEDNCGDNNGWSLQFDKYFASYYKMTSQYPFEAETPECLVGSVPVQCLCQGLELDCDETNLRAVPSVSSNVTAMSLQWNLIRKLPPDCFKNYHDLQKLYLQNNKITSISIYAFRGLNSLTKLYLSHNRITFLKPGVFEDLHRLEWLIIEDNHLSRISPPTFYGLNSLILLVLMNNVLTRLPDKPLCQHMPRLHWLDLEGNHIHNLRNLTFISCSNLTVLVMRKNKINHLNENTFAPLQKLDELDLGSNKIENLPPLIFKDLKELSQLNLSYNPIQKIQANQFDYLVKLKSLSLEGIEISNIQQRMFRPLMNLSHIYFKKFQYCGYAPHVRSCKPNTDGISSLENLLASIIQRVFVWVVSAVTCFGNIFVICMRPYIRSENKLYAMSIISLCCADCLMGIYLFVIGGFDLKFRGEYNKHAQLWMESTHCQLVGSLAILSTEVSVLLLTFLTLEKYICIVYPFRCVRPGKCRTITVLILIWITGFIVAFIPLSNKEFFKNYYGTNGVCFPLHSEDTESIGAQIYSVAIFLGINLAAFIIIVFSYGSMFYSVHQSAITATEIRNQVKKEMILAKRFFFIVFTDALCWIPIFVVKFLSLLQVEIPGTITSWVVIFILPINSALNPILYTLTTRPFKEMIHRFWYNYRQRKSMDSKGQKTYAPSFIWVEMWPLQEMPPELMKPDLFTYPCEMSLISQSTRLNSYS
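HEK293 cells stably expressing RXFP1, treated 30 min at 37C with compounds plus PDE4 inhibitor Ro 20174; cAMP measured by HTRF TR-FRET. Normalized to buffer and 29 nM porcine relaxin; EC50 by Hill fit.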
D1 ag: agonists of human D1 dopamine receptor. P21728. HEK293 T-REx D1 cells, calcium flux, agonist mode. activation, % at 2 µM. hit rate 1% among 360,000. AID 504660; in the data active = activation above about 30%; also: 0% is about no effect
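Inducible HEK293 T-REx D1 cells, force-coupled to calcium signalling, were plated at 4000 cells/well with tetracycline and held overnight at 30 C. After no-wash calcium dye loading, compound-evoked calcium rise over 180 s flagged agonists.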
LDHA inh: blocks human lactate dehydrogenase A | activity change, % (values are at about 110 or 230 µM) | purified LDHA, NADH/diaphorase-resazurin fluorescence; active compounds read low | P00338 | hit rate 0.15% among 480,000; in the data active = activity change below about -30%; inconclusive = mostly about -25% to -30%;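 also: plate controls were DMSO wells for no effect and wells without enzyme for full effect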
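Resorufin fluorescence (ex540/em590), read at 0 and 20 min after diaphorase/resazurin addition, reports the NADH left after a 5 min room-temperature reaction of 2 nM human LDH5 with 0.06 mM NADH and 0.2 mM pyruvate.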
D2 PAM: positive allosteric modulators of human D2 dopamine receptor; HEK293 T-REx D2, calcium flux, EC20 dopamine potentiation; potentiation, % at 10 µM; P14416; hit rate 0.34% among 340,000;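 active = potentiation over 3 SD above the plate norm, cut at about 30% in these data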; also: 0% is about no effect
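Potentiation of an EC20 dopamine calcium response is measured in a force-coupled, tetracycline-inducible Hek293 Trex D2 line. Compound-only kinetic reads over 180 s flag agonists before dopamine addition.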
D1 antagonist: antagonists of human D1 dopamine receptor. P21728. HEK293 TREx D1 cells, calcium flux, dopamine EC80; active compounds read low. activity change, negative = inhibition, % at 10 µM. hit rate 3.2% among 360,000; in the data active = activity change below about -30%; also: % is scaled to controls: 0 for no effect and ±100 for the full control effect
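HEK293 T-REx cells expressing inducible, force-coupled D1 receptor; no-wash Ca dye, 30–90 min RT. Cmpd → 180 s read at 1 Hz → EC80 DA → 180 s read.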
Vif-A3G inh: Vif-A3G binding inhibition | AID 602310 | HeLa A3G-eYFP + Vif (tagged APOBEC3G with the HIV-1 protein that degrades it), YFP fluorescence, overnight | Potency, µM (highest dose often 46.1 µM), inactives show top-dose activity, negative = active, actives largely listed as inhibitors | Q9HC16 | hit rate 0.076% among 410,000;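 also: potency is read from the fitted curve at half-maximal effect; % is scaled to controls: 0 for no effect and ±100 for the full control effect; nearly all actives have a fitted effect of over 60% in size; hits raise eYFP signal because A3G escapes Vif-driven loss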
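Read-out is eYFP fluorescence (Ex 488/Em 500-530) from Vif-expressing HeLa A3G-eYFP cells; more signal means A3G escaped Vif-mediated degradation. Cells plated overnight, compound pinned in, incubated overnight at 37 deg C.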
Vif-A3F inh: blocks the Vif interaction with APOBEC3F | Potency, µM (highest dose often 46.1 µM), for inactives: at the highest dose activity, negative = active | AID 602313 | HeLa A3F-eYFP + Vif (tagged APOBEC3F with the HIV-1 protein that degrades it), YFP fluorescence increase | hit rate 0.2% among 390,000; also: potency is read from the fitted curve at half-maximal effect; % of control where 0% means no effect; nearly all actives have a fitted effect of over 65% in size
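Fluorescence increase (Ex 488/Em 500-530) after overnight compound treatment at 37 deg C flags inhibition of Vif-driven A3F-eYFP loss in stable HeLa A3F-eYFP/Vif cells seeded overnight beforehand.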
D1 potentiator: enhances dopamine response at the human D1 receptor; P21728; HEK293 TREx D1 cells, calcium flux, dopamine EC20 potentiation; potentiation, % at 10 µM; hit rate 0.036% among 360,000; AID 504651; in the data active = potentiation above about 30%; also: 0% is about no effect
An asterisk follows results filed as active; ? = inconclusive; nt = not tested or not shown; & = joins results of further samples. Unless noted, calls follow the shape of the dose curve; as a rule, active = well fitted curve in the direction sought with a large enough effect; inconclusive = small, poorly fitted or top-dose-only effect, or another doubt; inactive = no such curve, though single readings can be large; an effect the other way counts as inactive or inconclusive. Not all compounds are listed; rates above refer to the full screens.

SMILES	GRP78 ERSR act	RXFP1 agonist	D1 ag	LDHA inh	D2 PAM	D1 antagonist	Vif-A3G inh	Vif-A3F inh	D1 potentiator
CN(c1ccccc1)c1ncccn1	13%	nt	nt	-3	nt	nt	4%	-1%	nt
Cc1ccc(S(=O)(=O)CCC(=O)OCC(=O)NCc2ccccc2)cc1	-2%	1.8%	2	-1	18	-9	0%	-15%	0
CCn1c(SCC(=O)NC2CCCC2)nc2c1c(=O)n(C)c(=O)n2C	-3%	?	4	-7	nt	23	3%	5%	6
CCC(C)NC(=O)CN1C(=O)NC2(CCc3ccccc3C2)C1=O (configuration not stated)	1%	2.7%	4	-10	-11	0	1%	?	4
Cc1cc(Nc2nc3ccccc3nc2Cl)n(-c2ccccc2C)n1	-4%	2.8%	0	0	11	-2	-23%	-5%	3
C=CCN(CC(=O)c1sc(C(=O)OCC)nc1C)c1cccc(Br)c1	0%	nt	nt	0	nt	nt	-7%	5%	nt
O=C(NC1CCCC1)c1cc2c(=O)n3ccccc3nc2s1	4%	25%	1	4	9	11	2%	4%	-6
CN(CC(=O)Nc1ccc(Cl)c(C(F)(F)F)c1)C(=O)c1cccs1	-4%	-0.9%	12	-5	1	-51*	-5%	6%	-10
COC(=O)C1=C(C(=O)OC)SC(=C2C(=S)C(C)(C)N(C(=O)CC(C)C)c3ccccc32)S1	0%	0.5%	3	1	9	-15	0%	-7%	1
COC(=O)C1=C(C(=O)OC)[C@@H]2N(Cc3ccccc3)c3ccccc3[C@@]23C[C@@H](C(=O)OC)N(C(=O)c2cccs2)C3=N1	-1%	-0.7%	7	-1	-1	-11	-24%	3%	1
CCCC(=O)NCCc1cc2ccc(C)c(C)c2[nH]c1=O	-2%	-0.5%	2	-6	-16	1	3%	-10%	-9
CCOC(=O)C1=C(COC(=O)c2ccc(OC)c(OC)c2OC)NC(=O)NC1C (configuration not stated)	-2%	3.3%	11	-2	nt	-44*	0%	-5%	-3
COc1ccc(C2NN=C(c3ccc(C)cc3)S2)cc1 (configuration not stated)	-8%	2.3%	2	-2	13	2	0%	-4%	-8
COc1ccc(C2=CN(Cc3ccccc3)C(c3ccccc3)CC2=O)cc1 (configuration not stated)	6%	nt	nt	-3	nt	nt	0%	5%	nt
COc1cc(C)c(Br)cc1S(=O)(=O)NCCCN1CCOCC1	-2%	-0.2%	2	-10	6	2	5%	-11%	-3
CCN1C(=O)/C(=C\N2CCN(c3cccc(Cl)c3)CC2)SC1=S	-7%	0.4%	2	1	-8	-7	4%	?	-8
CCn1c(=O)c2cc(C(=O)N(C)c3cc(C)ccc3C)sc2c2ccccc21	-3%	1.5%	2	-2	6	-4	-1%	0%	1
CCOC(=O)c1sc2ncn(CC(=O)Nc3cc(Cl)ccc3C)c(=O)c2c1C	-2%	-0.6%	-1	4	3	9	2%	-8%	0
COC(=O)CC1C(=O)NCCN1C(=O)c1ccc(S(=O)(=O)N2CCOCC2)cc1 (configuration not stated)	-4%	-0.1%	1	-2	nt	-27	-1%	10%	-4
Cc1cc(C)c2c(=O)[nH]c(SCC(=O)Nc3cccc(S(=O)(=O)N(C)C)c3)nc2n1	-2%	-1.9%	0	-3	-1	5	0%	0%	-1
N/C(CN1CCCC1=O)=N\OC(=O)c1ccc(Cl)c(Cl)c1	0%	-0.5%	3	-6	4	-1	1%	-2%	-6
CCOc1ccccc1N1CCN(C(=O)c2cc(C)oc2C)CC1	-3%	0.8%	-1	4	-4	-6	1%	-1%	-1
COc1ccc(Cl)cc1NC(=O)c1nc(S(C)(=O)=O)ncc1N(Cc1ccc(C)cc1)Cc1ccco1	-2%	8.3%	5	-21	-6	11	5%	1%	2
C=CCC[C@H](Cc1ccc(F)cc1)C(=O)OC[C@H](C)NC(=O)[C@H](CC=C)CC(=O)N(CCO)Cc1ccccc1	2%	nt	nt	4	nt	nt	-5%	0%	nt
Cc1cccc(NC(=O)CSc2nnc(-c3ccc(S(=O)(=O)N4CCCC4)cc3)o2)c1	-1%	0.3%	1	-7	nt	8	1%	-11%	-2
CCSc1nc(-c2ccccc2)c(-c2ccccc2)n1CC(O)CO (configuration not stated)	18%	-0.4%	2	-2	nt	-11	0%	0%	-2
N=C1/C(=C/c2cccn2Cc2ccc(Cl)cc2)C(=O)N=C2SC=CN12	-1%	2.1%	3	-12	-14	-15	-17%	-11%	0
CCN(CC)CCCNC(=O)c1ccc2c(c1)sc1nc(-c3ccc(C)cc3)cn12	-5%	-0.2%	-1	-2	-9	-8	3%	?	-3
Cc1cc(-c2c(C(=O)N3CCOCC3)c(C)nn2-c2cccc(C(F)(F)F)c2)no1	6%	-0.1%	3	-8	-7	9	-6%	19%	-10
O=C(NCc1cc(C(F)(F)F)cc(C(F)(F)F)c1)C1CC(c2c(Cl)cccc2Cl)=NO1 (configuration not stated)	-5%	1.8%	8	1	4	2	2%	0%	-6
CCCCOc1ccc(S(=O)(=O)N2CCN(C)CC2)cc1	0%	nt	nt	-7	nt	nt	-1%	-14%	nt
Nc1ccc2nc(SCC(=O)N3CCOCC3)sc2c1	0%	0.1%	4	15	8	-5	9%	22%	-6
CCOC(=O)c1c(N)sc(C(O)(C(F)(F)F)C(F)(F)F)c1-c1ccc(Cl)cc1	-1%	0.3%	4	0	-9	-7	-17%	3%	2
O=C(CCNC(=O)C1CCN(S(=O)(=O)c2ccccc2)CC1)NCc1ccncc1	-7%	4.0%	0	-11	2	-2	4%	-1%	-4
Cc1cc(C)c(NC(=O)c2ccc[n+](Cc3ccc([N+](=O)[O-])cc3)c2)c(C)c1	-2%	4.8%	1	-3	6	-12	-7%	6%	-10
COc1cc(C(C)=O)cc(OC)c1O	1%&-1%	nt	nt	15	nt	nt	6%	1%	nt
O=C(O)Cc1cn(-c2ccccc2)nc1-c1ccccc1	0%	0.3%	0	-5	6	30	-5%	-16%	-8
O=C(/C=C/c1ccc(OC(F)F)cc1)OCC(=O)N1CCN(C(=O)c2ccco2)CC1	-2%	1.1%	2	-4	3	-14	1%	-28%	-6
CCOC(=O)C1(Cc2ccccc2)CCN(Cc2cn[nH]c2-c2ccccc2)CC1	-1%	4.1%	15	1	3	10	4%	9%	-5
Cc1ccc(C(C)C)c(OCCNC(=O)c2cncc(Br)c2)c1	-4%	1.5%	1	3	-9	3	-8%	nt	-12

Quoted from the listing:
Under Vif-A3F inh, `Cc1cc(Nc2nc3ccccc3nc2Cl)n(-c2ccccc2C)n1` has the entry -5%
Under D1 potentiator, `COc1ccc(C2NN=C(c3ccc(C)cc3)S2)cc1` (configuration not stated) has the entry -8

5 of the entries above in order of the LDHA inh value, descending:
mol	D1 ag	LDHA inh	D2 PAM	D1 antagonist	Vif-A3G inh	D1 potentiator
COc1cc(C(C)=O)cc(OC)c1O	nt	15	nt	nt	6%	nt
CCOC(=O)C1(Cc2ccccc2)CCN(Cc2cn[nH]c2-c2ccccc2)CC1	15	1	3	10	4%	-5
CCOC(=O)c1c(N)sc(C(O)(C(F)(F)F)C(F)(F)F)c1-c1ccc(Cl)cc1	4	0	-9	-7	-17%	2
O=C(O)Cc1cn(-c2ccccc2)nc1-c1ccccc1	0	-5	6	30	-5%	-8
O=C(CCNC(=O)C1CCN(S(=O)(=O)c2ccccc2)CC1)NCc1ccncc1	0	-11	2	-2	4%	-4

Remaining list, next part.
SMILES	GRP78 ERSR act	RXFP1 agonist	D1 ag	LDHA inh	D2 PAM	D1 antagonist	Vif-A3G inh	Vif-A3F inh	D1 potentiator
Cc1[nH]c2ccccc2c1C=NNC(=O)c1cc(-c2cccnc2)nc2ccccc12	1%	nt	nt	-7	nt	nt	-23%	1%	nt
CCOc1ccc(NC(=O)c2cc3cc4ccc(C)cc4nc3o2)cc1	1%	1.0%&0.3%	2&-1	-3	5&6	37&0	2%	0%	-9&4
Cc1cc(-c2ccccc2)cc(-c2ccccc2)[n+]1C	-3%	1.6%	0	-6	-10	-18	1%	6%	-4
CCc1ccc(NCc2nc3ccccc3c(=O)[nH]2)cc1	3%	-0.8%	1	2	0	2	0%	1%	1
COc1ccc(OC)c(C2CC(=O)Nc3ccc4ccccc4c32)c1 (configuration not stated)	1%	-0.9%	3	0	-1	6	-16%	-7%	-4
COc1ccc(NC(=O)c2ccc(NC(=O)CN3CCN(c4ccccc4)CC3)cc2)cc1	-5%	nt	nt	1	nt	nt	5%	-8%	nt
CCCCCCCNC1=CC(=O)CC(c2ccccc2)C1 (configuration not stated)	3%	0.6%	3	3	0	-9	-3%	1%	6
O=C(Nc1nnc(C2=COCCO2)o1)c1ccc([N+](=O)[O-])cc1	-1%	1.8%	3	10	-3	-16	0%	3%	-1
Cc1ccc(C)c(NC(=O)CN2CCN(C3CCCCC3)C(=O)C2=O)c1	-5%	3.1%	0	3	-4	7	-1%	4%	0
CC(OC(=O)c1cc2ccccc2o1)C(=O)Nc1ccc(N2CCOCC2)cc1 (configuration not stated)	5%	-0.4%	4	-17	28	-4	0%	2%	1
O=C(O)CSc1nnc(-c2ccc(O)cc2)o1	0%	-1.9%	0	-12	0	-3	2%	4%	-2
Cc1nn(-c2ccccc2)c(C)c1/C=N/NC(=O)c1cc(-c2cccs2)[nH]n1	-3%	2.1%	2	-4	-19	-87*	-36%	-9%	-13
Cc1nc2ccc(S(=O)(=O)N(CC(=O)Nc3cccc(Cl)c3)Cc3ccccc3)cc2s1	-3%	-1.2%	7	0	12	-16	1%	0%	-5
CCCCCn1c(N2CCN(Cc3ccccc3)CC2)nc2c1c(=O)[nH]c(=O)n2C	-3%	-1.2%	0	5	nt	9	1%	-7%	-8
CCc1nc(NC(C)C)c2oc3ccccc3c2n1	-1%	-1.2%	0	2	-8	8	0%	0%	-2
CCN(CC)S(=O)(=O)c1cccc(NC(=O)CCSc2ccc(Cl)cc2)c1	-8%	0.9%	7	0	-15	1	-6%	-2%	-3
CSCCC(Nc1ccc(S(=O)(=O)N2CCOCC2)cc1[N+](=O)[O-])C(=O)OCC(=O)N(C(C)C)C(C)C (configuration not stated)	-1%	1.8%	1	-6	11	-3	-6%	7%	-8
Nc1c(-c2ccccc2)nc(Cl)nc1-c1ccccc1	0%	5.7%	3	-2	-4	6	-7%	0%	-1
